Large T inhibition: TAg ATPase/helicase activity blockers – biochemical (AID 1903); SV40 large T antigen ATPase/helicase inhibition assay; higher % means a stronger effect; inhibition, % at 20 µM, or IC50 in µM where a hit was titrated; 0.39% of 310,000 active; in the data active = a potency from the dose series; also: strong numbers were not always called active
NOD1 inhibition: NOD1 signaling inhibitors, primary screen, cell-based, luminescence, uHTS (AID 1578); NOD1-driven NF-kB luciferase reporter cells, luminescence; higher % means a stronger effect; inhibition, % at 4 µM, or EC50 in µM where a hit was titrated; 1% of 290,000 active; in the data active = inhibition mostly above about 36%, no sharp cut-off; inactive = mostly below about 34%;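 also: HEK-293T reporter cells stimulated with the NOD1 agonist gamma-tri-DAP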
KOR beta-arrestin-1: kappa opioid receptor activators – cell-based, luminescence, uHTS, primary screen (AID 1777) | 0.02% of 280,000 active | KOR beta-arrestin recruitment, luminescence; higher % means a stronger effect | one-dose activation, % at 10 µM; EC50 in µM for titrated hits; in the data active = activation above about 50%, passing the limit was not always enough; also: a part of the inactive calls stands beside numbers as strong as those of hits
GPR55 LPI antagonism: inhibition of LPI-stimulated GPR55 beta-arrestin translocation – imaging, U2OS, beta-arrestin-GFP, LPI agonist, primary screen (AID 2013) | 0.13% of 290,000 active | one-dose inhibition, % at 10 µM; IC50 in µM for titrated hits | U2OS GPR55 beta-arrestin-GFP translocation imaging, LPI antagonism; higher % means a stronger effect;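 active = spots per cell inhibited over 60%, with over 100 cells counted and total cytoplasm intensity under 500,000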;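 also: U2OS cells stably carrying GPR55 and arrestin-GFP stimulated by 5 µM LPI near EC80; imaged beta-arrestin-GFP aggregate spots per cell after agonist stimulation; plate controls were LPI-stimulated DMSO wells for no effect and DMSO wells without LPI for full effect; some results filed as inactive read as strong as hits; confirmed hits need IC50 under 10 µM and bright autofluorescent wells are also inconclusive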
HEK293 NOD2/NF-kB: inhibition of NOD2-driven NF-kB reporter – cell-based, luminescence, uHTS, HEK293 (AID 1566) | HEK293 NOD2/NF-kB luciferase reporter, luminescence; higher % means a stronger effect | inhibition, % at 4 µM, or EC50 in µM where a hit was titrated | 0.63% of 290,000 active; also: many of its hits are not listed in these tables
KOR beta-arrestin-2: kappa opioid receptor blockers – cell-based, luminescence, uHTS (AID 1778) | KOR beta-arrestin recruitment, luminescence, antagonist mode; higher % means a stronger effect | inhibition, % at 10 µM, or IC50 in µM where a hit was titrated | 0.091% of 290,000 active; also: strong numbers were not always called active
HIV peptide binding: inhibitors of HIV fusion peptide binding, primary screen, biochemical, uHTS, fluorescence dequenching (AID 1986) | 0.3% of 290,000 active | one-dose inhibition, % at 20 µM; IC50 in µM for titrated hits | cell-free peptide binding, fluorescence dequenching, 30 min; higher % means a stronger effect; in the data active = inhibition mostly above about 52%, no sharp cut-off; inactive = mostly below about 76%; also: some results filed as inactive read as strong as hits
GPR55 beta-arrestin: GPR55 agonists via beta-arrestin recruitment, primary screen, imaging, U2OS cells, beta-arrestin-GFP redistribution (AID 1961). 0.048% of 290,000 active. U2OS GPR55 beta-arrestin-GFP redistribution imaging; higher % means a stronger effect. activation, % at 10 µM, or EC50 in µM where a hit was titrated;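 active = activation above 40% with more than 50 cells counted in the well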;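 also: U2OS osteosarcoma cells stably expressing GPR55 and beta-arrestin-GFP; plate controls were DMSO negative control for no effect and LPI positive control for full effect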
MgcRacGAP inhibition: MgcRacGAP GTPase-activating activity inhibitors, confirmation, biochemical, ADP Hunter fluorescence; MgcRacGAP-stimulated Rac1 GTP hydrolysis, ADP Hunter fluorescence; higher % means a stronger effect; GST-tagged Rac1 F28L mutant substrate; one-dose inhibition, % at 30 µM; IC50 in µM for titrated hits; 0.6% of 340,000 active;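 active = first-screen hits whose inhibition reached a set limit at any dose in the follow-up dose series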;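 also: fluorescence reports GDP produced by GAP-driven GTP hydrolysis; strong numbers were not always called active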
An asterisk follows results filed as active; . = no result given; [ ] = remark or other dose. Rule as the data show it, unless noted: active = inhibition above about 50%; inactive = the rest.

SMILES	Large T inhibition	NOD1 inhibition	KOR beta-arrestin-1	GPR55 LPI antagonism	HEK293 NOD2/NF-kB	KOR beta-arrestin-2	HIV peptide binding	GPR55 beta-arrestin	MgcRacGAP inhibition
CC1CCCCN1C(=O)Cn1cc(/C=C2/C(=O)Nc3ccccc32)c2ccccc21 (stereo not drawn)	8%	-5%	-1.2%	0%	-5%	5%	-0.4%	0.0%	.
CC(NC(=O)CCCCCNC(=O)N1CCn2c1nc1ccccc12)c1ccccc1 (stereo not drawn)	8%	-8%	.	2%	-3%	.	-0.3%	0.2%	7%
CCC(=O)N1CCc2cc(Br)cc(S(=O)(=O)NCc3ccco3)c21	0%	3%	6.2%	1%	-3%	3%	0.3%	-0.1%	2%
COc1cc(OC)cc(-c2nc3ccccc3c(=O)o2)c1	5%	-9%	8.8%	-6%	4%	47%	5.0%	0.8%	1%
CCN(CC)C1CCN(C(=O)c2ccc(OC3CCN(Cc4ccccn4)CC3)cc2)C1 (stereo not drawn)	6%	-10%	4.6%	-3%	4%	-48%	0.3%	-0.1%	10%
CCOc1ccc(NC(=O)CCCc2cc(-c3ccc(OCC)cc3)on2)cc1	2%	2%	7.5%	-9%	7%	-37%	-1.0%	0.9%	7%
O=C(COC(=O)CCC1CCCC1)NCc1ccc(Cl)cc1	17%	-32%	0.8%	9%	4%	7%	-1.2%	-1.1%	7%
COc1ccccc1-c1cc(C(=O)NC(C)C)no1	7%	-31%	1.3%	19%	-57%	11%	2.6%	-0.1%	10%
CN(C)S(=O)(=O)c1ccc(C(=O)Nc2cccnc2)cc1	2%	1%	-5.2%	8%	19%	-19%	-2.1%	-0.2%	12%
Cc1nn(C)cc1CN(C)C(=O)c1nn2c(c1Cl)NC(c1cccs1)CC2C(F)(F)F (stereo not drawn)	21%	-5%	-3.3%	-9%	18%	7%	-1.1%	-0.1%	-1%
Cc1ccc(S(=O)(=O)N2CCN(c3cccc(C)c3)CC2)cc1	7%	-16%	3.9%	10%	11%	-31%	1.0%	-0.3%	5%
O=C(/C=C\Nc1ccc(Cl)cn1)c1ccc(Br)cc1	2%	-33%	2.6%	7%	-47%	-12%[20 µM]	6.0%	-0.1%	-5%
Cc1ccc(C(=O)Nc2cccnc2)cc1NC(=O)c1ccco1	3%	-9%	-2.0%	7%	12%	-18%	-0.9%	0.0%	12%
O=C1C2C3c4ccccc4C(c4ccccc43)C2C(=O)N1CN1CCOCC1 (stereo not drawn)	-1%	9%	-1.3%	1%	8%	-17%	-2.5%	-0.2%	3%
Cc1ccc(-c2nnc(SCC(=O)Nc3cccc(C(=O)N4CCOCC4)c3)n2C)cc1	9%	-28%	6.8%	12%	2%	-19%	2.2%	-0.3%	-4%
c1ccc2c(-c3nc4ncccc4o3)cccc2c1	4%	-36%	-5.2%	1%	9%	20%	-1.1%	-0.2%	4%
CSc1nc(-c2ccc(Cl)cc2)nn1C(=O)c1ccccc1	1%	-42%	2.6%	-6%	10%	19%	0.3%	-0.2%	8%
O=C1N(Cc2ccc(F)cc2)CCN1c1ccc(F)cc1	4%	-48%	-3.9%	0%	-50%	19%	0.0%	-0.1%	6%
Cc1cc(SCC(=O)Nc2cccnc2Cl)nc2ccccc12	0%	-13%	0.8%	2%	11%	24%	0.8%	-0.2%	-4%
Cc1cc(O)c(/C=N/Nc2ccccc2Cl)c(=O)o1	10%	8%	4.3%	14%	-93%	-17%	0.3%	0.1%	11%
CC(=O)N(C)C1(c2nnnn2CCOC(=O)Nc2ccc(Cl)cc2)CCCCC1	8%	-8%	0.8%	9%	17%	11%	-1.0%	-0.2%	11%
CC(C)(C)C(=O)N/C(N)=N/c1nc2ccccc2o1	11%	-5%	2.7%	-13%	16%	32%	1.8%	-0.6%	3%
Cc1ccc(NC(=O)[C@H](C)NC(=O)C2CCN(C(=O)[C@@H](NC(=O)OC(C)(C)C)C(C)C)CC2)cc1	1%	-12%	0.0%	-2%	-2%	-3%	0.5%	-0.1%	-13%
CC(=O)N1CCc2cc(S(=O)(=O)NC(Cc3ccccc3)C(=O)NCCN3CCCCC3C)ccc21 (stereo not drawn)	26%	2%	-2.0%	14%	10%	15%	1.4%	0.1%	9%
COc1cc(OC)c(C2=NOC(C(=O)NCc3cccs3)C2)cc1Cl (stereo not drawn)	29%	-27%	-7.7%	-16%	-69%	-84%	-1.9%	0.1%	4%
Cn1cc([N+](=O)[O-])c(C(=O)NNC(=O)c2ccc([N+](=O)[O-])cc2Cl)n1	9%	-22%	-5.0%	7%	19%	13%	-1.3%	-0.3%	1%
CN1C(=O)N(C)C2(c3ccccc3)Nn3c(s/c(=C/c4ccco4)c3=O)=NC12c1ccccc1 (stereo not drawn)	12%	13%	0.0%	-19%	3%	-10%	43%	0.0%	11%
CC(c1nnc(SCC(=O)Nc2ccc3[nH]c(=O)[nH]c3c2)n1Cc1ccccc1)N(C)C (stereo not drawn)	12%	-7%	-1.2%	-6%	2%	9%	-1.9%	-0.1%	5%
O=C(NCC1CCCO1)C(=O)N/N=C\c1ccc2c(c1)OCO2 (stereo not drawn)	-2%	-18%	0.9%	-2%	-4%	12%	-1.8%	-0.1%	1%
FC(F)(F)c1nc(Sc2ncccc2C(F)(F)F)n[nH]1	6%	-3%	1.5%	-2%	10%	8%	1.6%	-0.2%	8%

Already shown: entries from further up.
SMILES	Large T inhibition	NOD1 inhibition	KOR beta-arrestin-1	GPR55 LPI antagonism	HEK293 NOD2/NF-kB	KOR beta-arrestin-2	HIV peptide binding	GPR55 beta-arrestin	MgcRacGAP inhibition
CN1C(=O)N(C)C2(c3ccccc3)Nn3c(s/c(=C/c4ccco4)c3=O)=NC12c1ccccc1 (stereo not drawn)	12%	13%	0.0%	-19%	3%	-10%	43%	0.0%	11%
CC(c1nnc(SCC(=O)Nc2ccc3[nH]c(=O)[nH]c3c2)n1Cc1ccccc1)N(C)C (stereo not drawn)	12%	-7%	-1.2%	-6%	2%	9%	-1.9%	-0.1%	5%
O=C(NCC1CCCO1)C(=O)N/N=C\c1ccc2c(c1)OCO2 (stereo not drawn)	-2%	-18%	0.9%	-2%	-4%	12%	-1.8%	-0.1%	1%
FC(F)(F)c1nc(Sc2ncccc2C(F)(F)F)n[nH]1	6%	-3%	1.5%	-2%	10%	8%	1.6%	-0.2%	8%

(continued)
SMILES	Large T inhibition	NOD1 inhibition	KOR beta-arrestin-1	GPR55 LPI antagonism	HEK293 NOD2/NF-kB	KOR beta-arrestin-2	HIV peptide binding	GPR55 beta-arrestin	MgcRacGAP inhibition
CCOC(=O)c1c(CSc2ccc(C)cc2)oc2ccc(O)cc12	7%	30%	14%	4%	6%	1%	-2.6%	0.3%	6%
O=C(c1ccccc1)c1ccc(OCC(O)CNCc2ccc(Cl)cc2)cc1 (stereo not drawn)	3%	6%	-1.0%	16%	-29%	8%	-2.5%	-0.1%	.
O=C1C=C(NCc2ccccc2)CCC1	4%	0%	-1.3%	7%	4%	13%	1.6%	0.1%	6%
O=C(c1ccc(Cn2c(=O)[nH]c3ccccc3c2=O)cc1)N1CCN(c2ccccn2)CC1	5%	-8%	-3.0%	9%	15%	21%	-1.1%	0.3%	7%
CCOC(=O)CSc1nc2cc3c(cc2cc1CC)OCCO3	15%	-10%	-3.8%	17%	-4%	9%	-3.8%	0.1%	-15%
Cc1cccc(OCCOC(=O)C2CCN(S(=O)(=O)c3cccs3)CC2)c1	14%	-2%	5.4%	-11%	-1%	12%	4.5%	1.6%	7%
COc1ccc(Nc2nc3c(C)cccc3cc2C#N)cc1	-1%	-17%	.	6%	7%	-77%[20 µM]	5.4%	0.6%	-2%
CCOC(=O)N1CCN(C(=O)CN(c2ccc(OC)cc2)S(C)(=O)=O)CC1	25%	4%	6.0%	11%	21%	17%	-0.9%	0.6%	5%
COc1cc(C(=O)NNC(=S)NC(=O)c2ccccc2C)cc(OC)c1OC	18%	-2%	-4.0%	9%	26%	24%	2.9%	-0.2%	1%
CCOCc1nnc(NC(=O)CSc2ccc(C)cc2)s1	8%	-22%	-2.0%	-3%	21%	2%	1.8%	0.1%	4%
Cc1cc(C(=O)Nc2cccc(O)c2)co1	21%	18%	-3.2%	0%	-6%	-29%	-1.2%	0.3%	21%
CN(CCN1CCOCC1)Cc1nc(-c2cccs2)no1	10%	-22%	2.5%	14%	7%	-40%	-1.1%	-0.1%	4%
CCCc1cnc(N2CCN(C(=O)c3ccc(F)cc3)CC2)nc1	6%	-13%	-1.7%	-1%	15%	8%	-2.0%	-0.1%	7%
CCC(C)Sc1nc(O)cc(=O)[nH]1 (stereo not drawn)	10%	16%	1.5%	8%	19%	32%	0.8%	-0.2%	8%
COc1ccccc1N1CCN(C(=O)c2cc(=O)c3c(C)cc(C)cc3o2)CC1	-6%	-7%	0.1%	-2%	0%	-41%	-0.2%	0.0%	3%
CCOn1c(=O)c(-c2ccc(OC)c(OC)c2)[n+]([O-])c2ccccc21	4%	6%	-1.3%	28%	21%	-9%	-2.5%	-0.2%	7%
Cc1ccc(-n2c(SCC(=O)N/N=C/c3ccc(C)s3)nnc2-c2ccccc2)cc1	13%	28%	-3.9%	0%	-2%	21%	0.1%	0.3%	9%
CCOc1ccc(CCNC(=O)C2(c3ccccc3)CC2)cc1OCC	-3%	-10%	-6.1%	-16%	16%	6%	-0.4%	0.0%	6%
O=C(COc1ccc(S(=O)(=O)NCc2ccccc2)cc1)NCc1cccnc1	.	-30%	0.6%	1%	2%	-59%	-0.5%	0.2%	-1%
O=C(CN1CCN(c2ncccn2)CC1)N1CCc2ccccc21	5%	-24%	-4.3%	2%	8%	10%	-2.1%	-0.1%	6%
Cc1cc(C(=O)NCc2ccccc2)no1	7%	14%	2.9%	20%	14%	-27%	0.0%	-2.3%	7%
Cc1ccc(-c2ccc(CCC(=O)O)n2CC(=O)O)cc1	23%	10%	0.3%	-4%	5%	-88%	20%	-0.2%	8%
C/C(=N\NC(=O)c1cccc(S(=O)(=O)Nc2ccccc2Cl)c1)c1ccc(-n2ccnc2)cc1	2%	14%	6.4%	-13%	-3%	-30%	4.2%	-0.1%	10%
O=[N+]([O-])c1ccc2[nH]nc(-c3ccccc3)c2c1	9%	3%	6.3%	8%	4%	.	0.4%	0.3%	12%
CCOc1ccc(-c2noc(-c3cccnc3)n2)cc1OCC	7%	4%	1.5%	-11%	19%	28%	-0.1%	0.4%	.
COc1cccc(CNC(=O)c2nnn(CC(=O)Nc3ccc4c(c3)OCO4)c2N)c1	8%	-15%	-1.9%	0%	-7%	28%	0.7%	1.2%	10%
O=C(CN1C(=O)C2CC=CCC2C1=O)NCC(=O)Nc1ccc(F)c(F)c1F (stereo not drawn)	16%	14%	7.7%	-2%	11%	-24%	-0.6%	0.9%	5%
Nc1nc(CSc2ccc(Cl)cc2)nc(N2CCCCC2)n1	-9%	-14%	.	2%	3%	-17%[20 µM]	0.0%	0.1%	2%
COc1ccc(NC(=O)C2CCCN2S(=O)(=O)c2cccc3cccnc23)cc1OC (stereo not drawn)	8%	-14%	-1.7%	-2%	15%	15%	-1.9%	0.3%	-35%
Cc1ccc(C(=O)Nc2ccon2)cc1S(=O)(=O)N1CCCCCC1	7%	2%	-2.2%	6%	-12%	18%	-1.1%	-0.2%	10%

An excerpt. The share of hits here may be higher or lower than overall.
